# High-throughput results: PubChem, IUPUI and University of Michigan
# ST2 inh: inhibitors of human ST2 (IL1RL1) binding to IL-33. AlphaLISA ST2-Fc/biotin-IL-33 interaction, 1 h. inhibition, % for hits at 17 µM. 78,000 compounds, 2.3% hits; in the data active means inhibition above about 30%; inconclusive means mostly about 10% to 28%
# Target sequence (Q01638 whole entry, looked up): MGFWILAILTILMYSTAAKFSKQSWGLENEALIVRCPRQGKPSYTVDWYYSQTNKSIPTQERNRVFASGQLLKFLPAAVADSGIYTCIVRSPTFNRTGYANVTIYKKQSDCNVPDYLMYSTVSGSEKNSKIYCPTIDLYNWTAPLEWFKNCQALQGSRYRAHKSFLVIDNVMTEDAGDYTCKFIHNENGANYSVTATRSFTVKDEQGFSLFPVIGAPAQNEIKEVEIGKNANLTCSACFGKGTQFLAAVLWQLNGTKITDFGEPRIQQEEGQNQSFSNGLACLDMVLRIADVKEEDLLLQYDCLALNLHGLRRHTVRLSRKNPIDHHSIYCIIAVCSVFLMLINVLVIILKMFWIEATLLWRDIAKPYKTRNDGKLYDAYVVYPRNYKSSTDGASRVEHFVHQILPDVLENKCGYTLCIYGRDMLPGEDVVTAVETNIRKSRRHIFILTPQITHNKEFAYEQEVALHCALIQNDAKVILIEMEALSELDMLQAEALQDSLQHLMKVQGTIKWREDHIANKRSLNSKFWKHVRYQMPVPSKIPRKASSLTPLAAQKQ
# * = called active by the depositor; i = inactive; ? = inconclusive.
SMILES | ST2 inh
O=C(CC1Nc2ccccc2NC1=O)Nc1ccccc1 (stereo not given) | i
CCOc1ccc(OCC)c(NS(=O)(=O)c2cccc3nsnc23)c1 | i
Cc1cccc(N2C(=O)CSC2c2ccc(F)cc2)c1 (stereo not given) | i
Cc1ccoc1C(=O)N(Cc1ccccn1)CC(C)C | ?
Cc1cc(N2C(=O)c3cc(Cl)c(Cl)cc3C2=O)no1 | i
COc1ccc(Cc2nnc(NC3CCCCC3)[nH]c2=O)cc1 | i
CCc1cccc(CC)c1NC1=NS(=O)(=O)c2ccccc21 | ?
Fc1ccc(CNC2(Cc3cc(-c4ccccn4)on3)COC2)cc1 | i
CCCCN(C)Cc1c(O)c(Cl)cc2c(C)cc(=O)oc12 | i
CCOc1ccccc1NC(=O)CCS(=O)(=O)c1ccc2c(c1)CC(=O)N2C | i
C=CCn1c(SCCCC)nc(O)c(CC)c1=O | i
CSc1oc(-c2ccco2)nc1S(=O)(=O)c1ccc(F)cc1 | i
COc1ccc2c(c1)OC1(C)CC2C(C(=O)c2ccccc2OC)C(=O)N1 (stereo not given) | i
CC1(C)CN(c2ccnc(C(=O)NCc3ccc4c(c3)OCO4)c2)CCO1 | i
Cc1ccc(-n2nc3c(c2NC(=O)c2ccc(Cl)cc2)CSC3)cc1 | i
C=CCn1cc(C(=O)N2CCN(CC)CC2)c(=O)c2cc(S(=O)(=O)N(CC)CC)ccc21 | i
O=C(NCc1cccs1)c1cc(-c2ccc(Cl)c(Cl)c2)on1 | i
Cc1ccc(CNC(=O)CCS(=O)(=O)c2cccc3nsnc23)o1 | i
CC(=O)Nc1ccc(CSc2ccccc2)cc1C | i
CCCCSc1nc2c(c(=O)n1-c1ccc(OCC)cc1)SCC2 | ?
CC1=C(C(=O)OCCCc2ccccc2)C(c2cccs2)NC(=O)N1C (stereo not given) | i
CC(=O)c1cccc(OCC(=O)N2CCOCC2)c1 | ?
COC(=O)c1ccc(CNC(C)c2cnn(-c3ccc(OC)cc3)c2C)cc1 (stereo not given) | ?
CCOc1ccc(C(=O)Nc2cc(N3CCCS3(=O)=O)ccc2C)cc1 | i
N=c1oc2ccccc2cc1C(=O)Nc1cccc(F)c1 | i
Cc1cccnc1CC(C)NC(=O)c1ccc(NC(=O)c2ccoc2C)cc1 (stereo not given) | ?
Cc1ccc(S(C)(=O)=O)s1 | i
CCCOC(=O)c1ccc(NS(=O)(=O)c2cccc3nsnc23)cc1 | i
Cc1nn(C)c(C)c1CCC(=O)N(C)Cc1nc(-c2ccccc2)no1 | i
O=C(Nc1ccc2c(c1)OCCO2)C1CCCCN1S(=O)(=O)c1ccccc1 (stereo not given) | i
COc1cc(OC)c(-c2c(-c3ccccc3)ncn2CC2CNCCO2)cc1OC (stereo not given) | i
Oc1ccc(CN2CCN(c3ncccn3)CC2)cc1 | i
CCSc1nc2c(c(=O)[nH]1)C(c1ccc(F)cc1)C1=C(CC(C)(C)CC1=O)N2 (stereo not given) | i
N#CC1=C(N)OC2=C(C(=O)CCC2)C1c1cccc([N+](=O)[O-])c1 (stereo not given) | i
O=C(NCc1ccc(F)cc1)c1ccc(NC2=NC3CS(=O)(=O)CC3S2)cc1 (stereo not given) | i
CC(=O)Sc1nc(O)c(C=C2C=c3ccc(C)cc3=NC2=O)[nH]1 | 31.0%*
CN1[C@@H](CCC(=O)NCc2ccc(F)cc2)CNC(=O)[C@@H]2[C@H]1CCN2C1CCOCC1 | i
CCc1cc2c(Nc3ccncc3)ncnc2s1 | i
COc1ccc(N2CC(NC(=O)CCc3ccccc3)CC2=O)cc1 (stereo not given) | i
COc1cc(C(=O)N2CCN=C2SCc2ccc(Cl)cc2)cc(OC)c1OC | i

# Reprinted at random: 2 entries already listed.
SMILES | ST2 inh
COC(=O)c1ccc(CNC(C)c2cnn(-c3ccc(OC)cc3)c2C)cc1 (stereo not given) | ?
CCc1cc2c(Nc3ccncc3)ncnc2s1 | i

# (next part)
SMILES | ST2 inh
COc1ccc(N2CCN(S(=O)(=O)c3ccc(OC)cc3)CC2)cc1 | i
O=C(O)c1[nH]c2ccc(Cl)cc2c1CC(=O)N1CCN(c2ccccc2)CC1 | i
O=C(CSc1nnc(NC(=O)c2ccccc2)s1)Nc1cccc([N+](=O)[O-])c1 | i
Cn1c(=O)c2c(nc(SCC(=O)Nc3ccc4c(c3)OCO4)n2Cc2ccccc2)n(C)c1=O | i
CC(C)Cc1cc(C(=O)Nc2cc(Br)ccc2O)no1 | ?
COc1cc(CN2CCN(Cc3ccccc3)CC2)cc([N+](=O)[O-])c1O | ?
COC1=CCC2([N+](=O)[O-])CN(CC(=O)O)CC1([N+](=O)[O-])C2 (stereo not given) | i
NC1(C(=O)O)CCN(Cc2ccccc2O)C1 (stereo not given) | i
COc1ccc(C(=O)Nc2cc3cc(Cl)ccc3oc2=O)cc1 | ?
O=C(NCCc1nc2ccccc2n1Cc1ccccc1F)c1cccs1 | i
Cc1cc(-c2csc(Nc3ncccn3)n2)ccc1F | ?
CC(=O)c1cccc(NC(=O)O[C@@H]2CO[C@H]3[C@@H]2OC[C@@H]3Nc2nccc(-c3cccc(F)c3)n2)c1 | i
Cc1ccc(C#N)c(SCC(=O)c2cccc(Cl)c2)n1 | ?
CC1(C)CC(=O)C2=C(C1)NC1=C(C(=O)CC(C)(C)C1)C2c1ccc(OCc2ccccc2)cc1 | i
CN1CCN(c2nc3c(c(=O)n(C)c(=O)n3C)n2CCSc2nc3ccccc3s2)CC1 | i
CN(C)C1CCCN(C(=O)CCc2nc3cccnc3n2C)CC1 (stereo not given) | i
O=C(Cn1c(CCNC(=O)c2ccc(F)cc2)nc2ccccc21)c1ccccc1 | ?
COC(=O)C1=C(C)Nc2nc(SCc3ccccc3F)[nH]c(=O)c2C1c1cccnc1 (stereo not given) | i
CC1CC2c3cccc(C(=O)O)c3C(=O)N2Cc2ccccc21 (stereo not given) | i
Cc1nn(-c2ccccc2)c(C)c1Sc1ccccc1[N+](=O)[O-] | ?

# In a second layout: four of the compounds above
> Cn1c(=O)c2c(nc(SCC(=O)Nc3ccc4c(c3)OCO4)n2Cc2ccccc2)n(C)c1=O
  ST2 inh = i

> Cc1ccoc1C(=O)N(Cc1ccccn1)CC(C)C
  ST2 inh = ?

> CC(=O)c1cccc(OCC(=O)N2CCOCC2)c1
  ST2 inh = ?

> CCc1cccc(CC)c1NC1=NS(=O)(=O)c2ccccc21
  ST2 inh = ?

# Filtered by structure: the entries above with a cyano group.
SMILES | ST2 inh
N#CC1=C(N)OC2=C(C(=O)CCC2)C1c1cccc([N+](=O)[O-])c1 (stereo not given) | i
Cc1ccc(C#N)c(SCC(=O)c2cccc(Cl)c2)n1 | ?

# The results go on.
SMILES | ST2 inh
COc1ccc(NC(=O)Cc2cn(C)c3ccccc23)cc1OC | ?
CC1=C(C(=O)Nc2ccccn2)C(c2ccccc2F)n2ncnc2N1 (stereo not given) | i
Cc1ccc(C)c(N2CCN(C(=O)Cn3c(=O)[nH]c4ccsc4c3=O)CC2)c1 | i
Cc1ccc2[nH]cc(-c3cccc(OCC(N)=O)c3)c2c1 | ?
CC(C)(C)n1cnc2cc(NCc3ccccn3)ccc21 | i
C=CCC1(CC=C)CCCN1C(=O)CC(=O)Nc1ccc(C)cc1C | i
COc1ccc(N2C(=O)CSC2c2ccc(Br)cc2)cc1Cl (stereo not given) | i
Nc1c(C(=O)NCc2ccccc2)nnn1Cc1cccc(Cl)c1 | i
Cc1c(Cl)cccc1N1C(=O)C2CC=CCC2C1=O (stereo not given) | i
O=C1C[C@H](N2C(=O)c3ccccc3C2=O)[C@H]2CO[C@@H]1O2 | i
CCOC(=O)c1ccc(NC(=O)N2Cc3[nH]cnc3C[C@H]2c2nc(-c3ccc4c(c3)OCO4)no2)cc1 | i
CCSc1ncnc2c(C#N)c3n(c12)CCCCC3 | ?
CCCCOC(=O)Nc1ccc([N+](=O)[O-])cc1OC | ?
Cn1c(=O)c2c(-c3ccccc3)n(Cc3ccccc3)cc2n(C)c1=O | i
C=C(C)COc1ccccc1C(=O)NC(C)c1cn2ncsc2n1 (stereo not given) | i
CC(=O)c1[nH]c(C)c(C(=O)N2CCC(c3cc(C(C)C)n[nH]3)CC2)c1C | i
O=C(NCc1ccco1)c1cc(=O)[nH]c2ccc(S(=O)(=O)N3CCCC3)cc12 | i
CCCc1nc(C)cc(N2CCCC(C(=O)NCCCO)C2)n1 (stereo not given) | i
Cc1cccc(-n2ncc3c(NCc4ccccc4Cl)ncnc32)c1 | i
CCOc1ccc(Cn2c(CNS(=O)(=O)c3ccc4c(c3)CCCC4)nc3cccnc32)cc1 | i
CCc1cc(C(=O)N2CCC(=O)N(CC3CC3)C(C(C)C)C2)cs1 (stereo not given) | i
CC(C)NC(=O)CNC(=O)CN1CCCCCCC1 | ?
CC1CCN(C(=O)Cn2cnc3c(cnn3-c3ccc(F)cc3)c2=O)CC1 | ?
Cc1cnc2c(Cl)c(C(=O)N3CCCC4(CC3)CNC(=O)O4)nn2c1 (stereo not given) | i
CN(Cc1ccc2ccccc2n1)C(=O)c1ccc(N2CCC(O)CC2)nc1 | i
Cc1nc(C(=O)N(C)Cc2snnc2C)c(C)o1 | i
Nc1nonc1-n1nnc(CN2CCCCC2)c1CN1CCCCC1 | i
CCN(C(=O)c1ccccc1Br)c1ccccc1 | i
CCCc1nc(C(=O)N2CCC(O)(CN(C)C)C2)cs1 (stereo not given) | ?
COc1ccc(CC(=O)NCC2CCCN(C(=O)c3ccc4c(c3)OCO4)C2)cc1 (stereo not given) | ?
COCC(=O)Nc1cc(C(=O)N(C)C2CCCCC2)c2c(c1)ncn2Cc1ccc(F)cc1 | i
OCCC1CN(Cc2ccc(-n3cccn3)cc2)CCN1Cc1ccccc1F (stereo not given) | i
CCn1cc(C2=NC(c3ccccc3)CO2)c2ccccc21 (stereo not given) | i
CN(C)C(=O)c1ccc2c(c1)N(CC(=O)NC1CCCCCC1)C(=O)C1CCCCN21 (stereo not given) | i
Cc1ccc(-c2nn3cnnc3c3ccccc23)cc1 | i
CC(=O)c1cccc(N2CN=c3s/c(=C\c4cccc([N+](=O)[O-])c4)c(=O)n3C2)c1 | ?
CCN1CCCC1CNC(=O)CCC1CCN(C(=O)C2=CCCCC2)CC1 (stereo not given) | ?
CCC(CN1CCOCC1)NC(=O)C1CCN(c2ccc(-c3cccs3)nn2)CC1 (stereo not given) | i
CCOC(=O)C1(CCc2ccccc2)CCNCC1 | i
N#CCSc1nc2c(sc3ccccc32)c(=O)n1-c1ccccc1 | i
O=C(Nc1ccc(-c2nc3ncccc3o2)cc1)c1ccc2c(c1)OCCO2 | i
O=C(NC1CCN(Cc2ccccc2)CC1)c1sc2ccccc2c1Cl | i
Cc1ccc2c(c1)N(CC(=O)N1CCC3(CC1)OCCO3)C(=O)CO2 | i
CCOc1ccc(CCNC(=O)c2cc3cc(Br)ccc3oc2=O)cc1OCC | i
Cc1cc(NC(=O)CSc2nc3ccccc3o2)no1 | ?
CCNc1ccnc(N2Cc3cnc(-c4ccccc4)nc3C2)n1 | i
CCCc1cnc(C)nc1NC1CC(=O)N(Cc2ccccc2Cl)C1 (stereo not given) | i
CN1CCN2C[C@@H](NC(=O)Cc3nc4ccc(Cl)cc4[nH]3)C[C@H]2C1 | i
C=CCc1cc(Cl)ccc1OCCOCCn1ccnc1 | ?
CC1CCCC(C)N1C(=O)C1c2ccccc2Oc2ccccc21 (stereo not given) | i
COc1ccc(-n2ccnc2C2CCOC2)cn1 (stereo not given) | i
CN1C(=O)C(=O)C(=C(O)c2ccc(Cl)cc2)C1c1ccccc1 (stereo not given) | ?
O=C(Nc1ccc(Cl)cc1)c1c(O)c2ccccc2[nH]c1=O | i
Cc1ccc2c(c1)N(CCC(=O)NCc1ccccn1)C(=O)C(C)O2 (stereo not given) | i
COc1ccc(-c2nnc(NC(=O)c3ccc(S(=O)(=O)N4CCC(C)CC4)cc3)o2)cc1 | i
O=C(NCc1ccco1)c1cc(-c2ccc(Cl)s2)nc2ccccc12 | i
CN(C)c1ccc(C(=O)NC[C@H]2O[C@@H](CC(=O)NCCN3CCOCC3)[C@H](O)[C@@H]2O)cc1 | i
CS(=O)(=O)N(CC(=O)Nc1ccc(C(N)=O)cc1)c1ccc(Cl)cc1 | i
O=C(CN1C(=O)/C(=C\c2ccc(Cl)cc2)Sc2ccccc21)NCCN1CCOCC1 | 30.0%*
COc1ccccc1C1N(c2ccc(F)cc2)C(=O)C2CCCN21 (stereo not given) | i

# Remaining list, next part.
SMILES | ST2 inh
COc1cc(NCc2cc(F)cc3c(C)c(C)[nH]c23)ncn1 | i
Nc1nnc2c([nH]c3ccccc32)c1-c1ccccc1 | ?
CCc1ccc(C2C(C#N)=C(N)Oc3n[nH]c(-c4cc(OC)c(OC)c(OC)c4)c32)cc1 (stereo not given) | i
CC(C)CCNC(=O)C1CCC(Cn2c(=O)c3sccc3n(CC(=O)NC(C)C)c2=O)CC1 (stereo not given) | ?
O=C(O)c1ccc(OCCn2ccnc2)cc1 | i
COc1ccccc1-n1cnc2cc(NC(=O)c3cc(OC)c(OC)c(OC)c3)ccc21 | ?
O=[N+]([O-])c1cccc(S(=O)(=O)Nc2ccccc2Cl)c1 | i
CCc1nc2sc(C)c(C)c2c(=O)n1CCO | ?
COC(=O)[C@@H]1Cc2ncn(Cc3ccc(Cl)cc3)c2CN1C(=O)c1ccccc1OC | i
Cc1ccc(-n2nc3c(c2NC(=O)C(C)C)CSC3)cc1 | i
COc1ccccc1-c1nnc([C@H]2CCN(C3CCN(C(C)=O)CC3)C2)o1 | i
CC(C)NC(=O)Cn1c(=O)n(CC2CCC(C(=O)N3CCCCCC3)CC2)c(=O)c2sccc21 (stereo not given) | i
CC1(C)CC(CN2CCC(CCC(=O)Nc3ccccc3Cl)CC2)CCO1 (stereo not given) | ?
Cc1nnc2c(N3CCOCC3)nc3ccccc3n12 | i

# A portion of the library; the hit share may differ from the screen's.
